# TEAD-YAP block = TEAD-YAP interaction inhibition | actives 1.4% (n = 640,000) | HEK-TIYL cells, TEAD-Gal4/YAP UAS-luciferase luminescence | inhibition, % at 9.12 µM | AID 1259422; in the data active = inhibition above about 32%;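 also: 0% = median of test compound wells and 100% = reference inhibitor wells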
# FBW7 act = human FBW7 E3 ligase activation, primary screen. Q969H0. AlphaScreen FBW7–phospho-cyclin E peptide binding, activator screen. normalized activity (activation), % at 26.1 µM. actives 0.13% (n = 650,000). AID 1259310; in the data active = normalized activity above about 1.9%;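 also: purified mutant Fbw7 with reduced substrate affinity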
# Target sequence (Q969H0 whole entry, looked up): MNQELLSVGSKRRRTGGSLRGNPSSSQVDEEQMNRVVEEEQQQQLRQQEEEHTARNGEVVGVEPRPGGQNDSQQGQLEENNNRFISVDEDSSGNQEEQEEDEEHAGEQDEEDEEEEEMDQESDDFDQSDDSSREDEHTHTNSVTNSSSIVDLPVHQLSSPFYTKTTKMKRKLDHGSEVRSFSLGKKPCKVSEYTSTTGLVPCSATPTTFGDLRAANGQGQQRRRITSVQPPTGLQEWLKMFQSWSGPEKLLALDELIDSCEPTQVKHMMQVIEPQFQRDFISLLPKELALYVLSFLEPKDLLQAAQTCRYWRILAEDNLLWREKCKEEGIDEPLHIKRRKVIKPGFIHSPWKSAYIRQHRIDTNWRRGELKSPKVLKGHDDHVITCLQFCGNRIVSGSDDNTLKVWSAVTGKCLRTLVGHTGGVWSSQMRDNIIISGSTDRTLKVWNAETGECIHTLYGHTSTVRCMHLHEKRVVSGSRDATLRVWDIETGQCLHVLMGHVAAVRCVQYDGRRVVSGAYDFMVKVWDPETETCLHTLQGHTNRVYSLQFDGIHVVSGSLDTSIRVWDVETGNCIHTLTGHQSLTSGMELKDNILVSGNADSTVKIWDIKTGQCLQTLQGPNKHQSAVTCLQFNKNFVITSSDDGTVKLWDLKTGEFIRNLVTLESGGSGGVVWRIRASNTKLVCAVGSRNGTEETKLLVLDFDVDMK
# MITF primary = human MITF inhibition, primary screen; O75030; AlphaScreen MITF homodimerization, bead proximity signal; inhibition, % at 2.6 µM; actives 0.91% (n = 650,000); AID 1259374; in the data active = inhibition above about 50%;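 also: 0% = vehicle wells with protein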
# GPR151 ag = human GPR151 activation | Q8TDV0 | PathHunter beta-arrestin GPR151 cells, luminescence | activation, % at 11.2 µM | actives 1% (n = 650,000) | AID 1508602; in the data active = activation above about 4.9%;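 also: 0% = median of compound wells and 100% = cells with positive control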
# Target sequence (Q8TDV0 whole entry, looked up): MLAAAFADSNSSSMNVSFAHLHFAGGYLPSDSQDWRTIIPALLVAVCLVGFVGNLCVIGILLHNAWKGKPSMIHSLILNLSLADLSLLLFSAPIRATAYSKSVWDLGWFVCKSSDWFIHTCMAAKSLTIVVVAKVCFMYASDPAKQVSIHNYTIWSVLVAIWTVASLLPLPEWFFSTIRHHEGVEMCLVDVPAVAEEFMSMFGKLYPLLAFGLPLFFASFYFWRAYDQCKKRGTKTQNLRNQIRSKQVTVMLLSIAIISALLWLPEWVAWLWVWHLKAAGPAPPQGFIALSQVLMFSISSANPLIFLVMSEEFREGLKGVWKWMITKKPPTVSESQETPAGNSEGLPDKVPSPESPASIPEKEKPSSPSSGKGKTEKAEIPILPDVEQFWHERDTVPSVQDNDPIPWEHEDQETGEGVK
# The depositor's hits bear a star; & = joins results of further samples.
SMILES,TEAD-YAP block,FBW7 act,MITF primary,GPR151 ag
COc1cccc(-n2c(=S)sc3c2nc(SCC(=O)Nc2ccc(N(C)C)cc2)n2c4ccccc4nc32)c1,-1,-0.1,-4,-0.1
N#CC1=C(SCC(=O)OCc2ccccc2)NC(=O)CC1c1ccc(F)cc1 (stereo not given),6,-0.1,-8,-1.3
CCCCOc1ccccc1C1Nc2ccccc2-c2nnc(SCC)nc2O1 (stereo not given),-7,-0.1,2,0.5
CN(C)c1cc[n+](CC(=O)c2ccc(OC(F)F)cc2)cc1,16,0.0,8,0.7
CC(=O)c1ccc(NC(=O)CNC(=O)CNC(=O)C2O[C@@H]3OC(C)(C)O[C@@H]3[C@H]3OC(C)(C)O[C@@H]23)cc1 (stereo not given in full),-9,0.0,4,-0.6
COc1cccc(/C=N/NC(=O)CNc2n[nH]c(=O)[nH]c2=O)c1OC,-1,0.0,7,-0.4
C=CCN(CC=C)CC(=O)N1CC(=O)Nc2ccccc21,0,0.2,-5,1.0
CN(C1CCCCC1)S(=O)(=O)c1ccc(NC(=O)C(F)(F)F)cc1,2,-0.1,-12,1.9
CC1CCN(C(=O)CSc2nnc(-c3ccncc3)n2CCCN(C)C)CC1,0,-0.2,-4,0.1
CCOc1ccccc1-n1c(=S)sc2c(=O)n(-c3ccc(F)cc3)c(SCC(=O)c3ccc(F)cc3)nc21,-6,0.0,7,-1.1
CC(=O)NC(N(C)Cc1ccccc1)C(Cl)(Cl)Cl (stereo not given),4,1.4,32,-0.2
CCCCCOc1ccc(/C=C/C(=O)N(CCO)CCO)cc1,6,0.0,-14,0.0
Cc1ccc2cccc(OCc3nnc(SCC(N)=O)n3C)c2n1,-5,-0.1,-2,-0.8
CC(NC(=O)Cn1c(NCCO)nc2ccccc21)c1ccccc1 (stereo not given),-2,0.0,2,-1.0
COc1ccc(-c2cn3c(C)c(C(=O)N4CCC(C)CC4)sc3n2)cc1,-14,0.1,8,0.2
Cc1cc(SCC(=O)Nc2cccc(F)c2)ncn1,7,0.2,7,-0.7
COc1ccc(NC(C)=O)cc1NC(=O)c1ccc(COc2cccc3c2OC(C)(C)C3)cc1,2,0.3,12,-1.1
CCN1CCN(CC(=O)Nc2ccccc2O)CC1,-5,0.1,5,2.9
COc1cc([N+](=O)[O-])cc2cc(C(=O)NC(C)(C)C)c(=O)oc12,9,0.3,17,-0.2
Cc1cnc(CNC(=O)CCN2Cc3ccccc3OC(c3ccccc3F)C2)[nH]1 (stereo not given),2,-0.1,-4,-0.7
CCOc1ccccc1NC(=O)CN1CCN(c2ccc(Cl)cc2)CC1,5,0.0,2,-1.0
O=C(Nc1ccccc1NC(=O)C1(c2cccs2)CCCC1)c1ccccn1,9,0.0,3,1.4
CC(COc1ccccc1Cc1ccccc1)N1CCCCC1 (stereo not given),-12,0.0,18,1.2
O=C(C1CCCCC1)N1CCN(S(=O)(=O)c2cccc([N+](=O)[O-])c2)CC1,6,0.1,10,-1.6
COc1cc(C2C(C(=O)Nc3ccc(C)cn3)=C(C)NC3=C2C(=O)CCC3)ccc1OCc1ccccc1 (stereo not given),0,0.0,-2,0.9
COCCCC1CCN(c2nc3nonc3nc2NCCOC)CC1,-5,0.1,1,0.9
CCC(=O)NC1=NC(=O)/C(=C/c2cc3c(cc2Br)OCO3)S1,-9,0.1,20,-0.7
CCCCOC(=O)Nc1nnc(CCc2ccccc2)s1,6,-0.1,0,-1.5
COCCCNC(=O)CN(C)S(=O)(=O)c1ccc(OC)c(C)c1,-11,0.0,-5,-1.6
CC1(c2ccccc2Cl)NC(=O)N(Cc2cc(=O)n3ccsc3n2)C1=O (stereo not given),-9,-0.1,-10,-1.4

# 3 structures from above, ordered by SMILES length, rising.
SMILES,TEAD-YAP block,FBW7 act,MITF primary,GPR151 ag
CC(COc1ccccc1Cc1ccccc1)N1CCCCC1 (stereo not given),-12,0.0,18,1.2
Cc1cnc(CNC(=O)CCN2Cc3ccccc3OC(c3ccccc3F)C2)[nH]1 (stereo not given),2,-0.1,-4,-0.7
O=C(C1CCCCC1)N1CCN(S(=O)(=O)c2cccc([N+](=O)[O-])c2)CC1,6,0.1,10,-1.6

# The list continues:
SMILES,TEAD-YAP block,FBW7 act,MITF primary,GPR151 ag
O=S(=O)(Nc1ccc(S(=O)(=O)Nc2ccc(F)cc2)cc1)c1ccc(Cl)cc1,2,0.0,3,-1.0
CC(NC(=O)c1cccc(OC2CCN(CC(C)(C)C)CC2)c1)c1ccncn1 (stereo not given),-9,0.4,17,-0.8
COc1ccc(C(CC(=O)O)NC(=O)c2ccc(C)cc2)cc1 (stereo not given),-4,0.4,14,0.7
O=C1Nc2ccc(Cl)cc2/C1=c1/sc2n(c1=O)CN(c1ccc(F)cc1)CN=2,-2,-0.1,5,3.1
COC(=O)C1=C(C)NC2=C(C(=O)CC(C)(C)C2)C1c1ccc(OCc2ccc([N+](=O)[O-])cc2)c(OC)c1 (stereo not given),11,0.4,7,0.7
O=C(O)c1ccc[n+](CC(O)COc2ccc(Br)cc2)c1 (stereo not given),3,0.8,-5,-0.7
O=[N+]([O-])c1ccc(N2CCCCC2)cc1N1CCOCC1,7,-0.2,16,-2.6
CCOc1ccc(NS(=O)(=O)c2cc([N+](=O)[O-])ccc2Cl)cc1,-2,-0.1,3,-2.4
COc1cccc(NC(=O)c2ccc(N(C)S(=O)(=O)c3ccccc3)cc2)c1,9,0.1,12,0.5
O=C(Cc1cc2ccccc2[nH]1)N/N=C/c1ccncc1,-3,-0.1,-4,0.0
Cc1ccc(-n2[nH]c(C)c(C=Nc3ccc(S(=O)(=O)N4CCCCC4)cc3)c2=O)cc1C,-7,0.4,7,-1.6
CCC(Sc1nc2n[nH]c(C)c2c(=N)n1-c1ccc(Br)cc1)C(=O)N(CC)CC (stereo not given),-18,0.4,-3,-0.6
N/C(Cc1ccc([N+](=O)[O-])cc1)=N\OC(=O)COc1ccc(Cl)cc1Br,4,0.0,-1,-0.1
CCC(C)NC(=O)CCNC(=O)c1cn(-c2cccc(OC)c2)c(=O)c2ccccc12 (stereo not given),6,0.0,-2,2.0
CC(c1ccon1)N(C)C(=O)Cn1cc(NC(=O)CCOc2ccccc2)cn1 (stereo not given),6,0.1,-2,0.6
O=S(=O)(c1ccc(Br)s1)N1CCN(c2ccc(F)cc2)CC1,6,-0.1,-5,1.2
Cc1ccc2c(c1)c(=O)c1ccccc1n2CC(=O)Nc1ccccn1,1,0.0,-8,0.2
Cc1cc(C)nc(SCc2nnc(SCC(=O)N3CCCCC3)o2)n1,-5,-0.1,2,0.1
CCCc1nnc(SCC(=O)N(CC)CC)n1CC1CCCO1 (stereo not given),-1,-0.3,-6,-0.4
Cc1onc(-c2ccccc2)c1C(=O)NC1C(=O)N2C1SC(C)(C)C2C(=O)O (stereo not given),19,0.3&0.1,8&20,-1.6&0.6
O=C(NCc1ccc2c(c1)OCO2)C(=O)Nc1cc(Cl)ccc1Cl,8,0.0,3,-0.1
COC(=O)c1cccc(Nc2ccc([N+](=O)[O-])cn2)c1,1,-0.2,7,-1.5
CN(C)/C=N/C1=C(C#N)C(c2cccs2)c2ccc3ccccc3c2O1 (stereo not given),-9,0.0,18,1.1
COc1cc(NS(=O)(=O)c2ccccc2)ccc1Cl,1,0.2,-2,3.0
CCN(CC)CC(=O)N1CC(=O)Nc2ccccc21,10,-0.1,9,0.5
Cn1c2ccccc2c2nnc(SCC(=O)c3ccc(Br)cc3)nc21,10,0.3,3,-1.4
Fc1ccccc1Cn1cc(C(=S)N2CCOCC2)c2ccccc21,-2,-0.4,-9,-0.6
CC(C)N(CCNS(=O)(=O)c1ccc(Cl)c(C(F)(F)F)c1)C(C)C,5,0.0,7,-0.8
CCOC(=O)c1sc(NC(=O)Cn2cnc3ccccc3c2=O)c(C(=O)OCC)c1C,-2,0.1,-12,1.7
c1ccc(Oc2ccc(Nc3nc(Nc4ncccn4)nc4c3ncn4C3CCCCC3)cc2)cc1,-12,0.1,14,2.7

# Record cards, as listed above. Screens in order: TEAD-YAP block	FBW7 act	MITF primary	GPR151 ag
# O=C(NCc1ccc2c(c1)OCO2)C(=O)Nc1cc(Cl)ccc1Cl reads 8	0.0	3	-0.1
# CN(C)/C=N/C1=C(C#N)C(c2cccs2)c2ccc3ccccc3c2O1 (stereo not given) reads -9	0.0	18	1.1

# More results.
SMILES,TEAD-YAP block,FBW7 act,MITF primary,GPR151 ag
Cn1cc(CCCC(=O)N2CCCCC2)c2ccccc21,-14,-0.2,5,-1.8
COc1ccc(C(=O)Nc2nn3c(-c4ccc(C)cc4)nnc3s2)cc1,7,0.7,2,2.5
CCOC(=O)c1sc2nc(SCc3csc4ccc(Cl)cc34)n(Cc3ccc4c(c3)OCO4)c(=O)c2c1C,-6,0.0,-5,0.3
COc1ccc(N2CCN(C(=O)c3c(F)cccc3F)CC2)cc1,5,-0.3,-13,0.7
CC(=O)N1CCSc2cc(S(=O)(=O)N3CCC(Cc4ccccc4)CC3)ccc21,55*,0.8,13,0.8
O=C(OCc1csc(-c2ccccc2)n1)c1ccc([N+](=O)[O-])o1,-3,-0.2,2,-1.9
COc1ccccc1NC(=O)NCc1nc(-c2ccc(Cl)cc2)no1,0,0.9,1,-2.1
O=c1[nH]c(N2CCCCC2)nc2c1CN(S(=O)(=O)c1ccc3c(c1)OCCO3)CC2,7,0.3,-7,0.2
COc1ccc(-n2nc3cc(C)c(NC(=O)c4ccc(-c5ccc(Br)cc5)o4)cc3n2)cc1,-7,-0.1,20,0.1
CCCc1nnc(NC(=O)Nc2ccccc2[N+](=O)[O-])s1,-56,0.0,4,-1.4
COC(=O)C(NC(=O)NC1CCCCC1)C(C)C (stereo not given),-2,0.3,3,-0.7
COc1cc2nc(Nc3ccc(N4CCOCC4)cc3)nc(NC3CC3)c2cc1OC,-2,-0.4,22,0.6
CC(C(=O)NC1CCCCC1)N1C(=O)C2C3C=CC(C3)C2C1=O (stereo not given),8,-0.1,14,1.2
N=C(c1ccc([N+](=O)[O-])cc1)N1CCCCC1,4,0.5,14,-1.3
CCCCOc1ccc(C(=O)N(c2ccc(C)cc2)C2C=CS(=O)(=O)C2)cc1 (stereo not given),-3,0.1,-5,0.3
CCOc1cc(C2C(C#N)=C(N)Oc3c2c(C)nn3-c2ccccc2)ccc1OCC#N (stereo not given),9,-0.1,3,0.5
COc1ccc(N(C)C(=O)CN2C(=O)CCC=C2C)cc1,6,0.0,-5,0.0
O=C(COc1ccccc1Cl)Nc1ccc(-c2nc3ccccc3s2)cc1,-10,0.0,18,0.0
COc1ccc(NC(=O)N(Cc2ccc(F)cc2)C2CC(=O)N(c3ccccc3)C2=O)cc1 (stereo not given),-1,-0.1,13,0.8
O=C(Nc1ccc(-c2cn3cccnc3n2)cc1)c1ccccc1I,-10,0.5,33,-0.9

# Quoted at random: 3 records from the list, in no set order.
SMILES,TEAD-YAP block,FBW7 act,MITF primary,GPR151 ag
COc1ccc(NC(=O)N(Cc2ccc(F)cc2)C2CC(=O)N(c3ccccc3)C2=O)cc1 (stereo not given),-1,-0.1,13,0.8
O=C(COc1ccccc1Cl)Nc1ccc(-c2nc3ccccc3s2)cc1,-10,0.0,18,0.0
CCCCOc1ccc(C(=O)N(c2ccc(C)cc2)C2C=CS(=O)(=O)C2)cc1 (stereo not given),-3,0.1,-5,0.3

# Next section
SMILES,TEAD-YAP block,FBW7 act,MITF primary,GPR151 ag
C/C(=C\C(=O)C(F)(F)F)NCc1ccc(S(N)(=O)=O)cc1,0,0.0,0,2.7
Cc1cccc(CN2CCC3(CCC(CNS(=O)(=O)C(C)C)O3)CC2)n1 (stereo not given),-6,0.0,-12,-1.5
Cc1noc(C)c1CCC(=O)N[C@H](Cn1nnc2ccccc21)C(C)C,2,0.0,3,-0.8
COc1cc(C(=O)OCC(=O)c2ccc3c(c2)OCCO3)c([N+](=O)[O-])cc1OC,-7,0.1,1,-1.1
O=[N+]([O-])c1ccc(Oc2ccc(S(=O)(=O)N3CCCC3)cc2)cc1,2,0.2,-1,-0.2
CCCOc1ccccc1-c1cc(C(=O)N/N=C/c2cccc(O)c2)[nH]n1,16,0.2,20,1.1
Cc1ccc2nc(-c3ccc([N+](=O)[O-])cc3)[nH]c2c1,-18,-0.2,5,-0.2
CCC1CCCCN1C(=O)c1sc2ncn(CC(=O)Nc3cccc(C(F)(F)F)c3)c(=O)c2c1C (stereo not given),12,0.9,14,1.5
CCOC(=O)CNC(=O)CSc1nc2cccnc2n1C1CCCCC1,-3,0.7,7,-0.1
CCC(C)c1ccccc1OCCOCCN1CCOCC1 (stereo not given),5,-0.2,76*,0.3
COCCNC(=O)COc1cccc(-c2nc(Nc3ccc4[nH]ncc4c3)c3ccccc3n2)c1,28,0.2,13,0.9
NC(=O)Cn1cnc(-c2ccccc2)c1,-7,0.2,4,-0.1
Cc1ccc(S(=O)(=O)NC(=O)C(Cl)Cl)c(C)c1,-9,0.1,-6,-1.7
O=C(CCNc1cccc(F)c1)c1cccc([N+](=O)[O-])c1,2,-0.2,5,-1.5
COc1ccccc1N1C(=O)/C(=C\c2ccc(OC)c(OC)c2OC)C(=O)NC1=S,9,0.0,-15,-0.8
NC(=O)c1oc2ccccc2c1NC(=O)c1ccccc1I,4,-0.1,-4,1.3
Cc1cc(OCC(=O)Nc2sc3c(c2C#N)CCC(C)C3)ccc1Cl (stereo not given),1,-0.1,-10,-1.3
COc1ccc(CNC(=O)CSc2nnc(C)s2)cc1,8,-0.1,0,-0.1
Cc1ccc(CCN2CC(C(=O)O)CC2=O)cc1 (stereo not given),12,0.6,11,1.9
Cc1c(C(=O)O/N=C(\N)c2ccc(Cl)cc2)cccc1[N+](=O)[O-],8,0.0,25,-0.7

# Screening data: PubChem, The Scripps Research Institute Molecular Screening Center

# Random draw from the library; overall some 3.4% were active at least once.
